PAX8 inh HTS: inhibitors of PAX8 transcriptional activity in RMG-I cells. 360,000 tested, 1.2% active. RMG-I TPO-luciferase reporter, SteadyGlo, 24 h. inhibition, % at 12.6 µM. AID 652154;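 active means mean replicate inhibition at least 60% with every replicate also reaching 60%; inconclusive means only one of the two criteria is met; inactive means mean below 60% and not all replicates reaching 60%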;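 further: luciferase light reporting Pax8 driven TPO promoter activity; plate controls were median of neutral control wells for no effect and mitoxantrone controls for full effect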
ARNT-TACC3 inh: ARNT/TACC3 interaction disruption | AlphaScreen His-ARNT PAS-B/GST-TACC3 binding, luminescence; TACC3 fragment carries E629A point mutation | inhibition, % at 9.99 µM | 390,000 tested, 0.66% active | AID 623870;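 active means mean inhibition of replicates at least 50% and at least half of replicates each reaching 50%; inconclusive means half or more replicates reach 50% but mean below 50%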;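 further: 0% = complete ARNT plus TACC3 wells and 100% = ARNT alone without TACC3; many hits fall short of the cut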
SIRT5 block: sirtuin-5 (human) deacylase inhibition; Q9NXA8; AID 652115; Purified SirT5, succinyl-peptide AMC, trypsin-coupled fluorescence; 330,000 tested, 1.1% active; inhibition, % at 15 µM; in the data active means inhibition above about 15%; inconclusive means no clear call, values can overlap the other calls
Target sequence (Q9NXA8 whole entry, looked up): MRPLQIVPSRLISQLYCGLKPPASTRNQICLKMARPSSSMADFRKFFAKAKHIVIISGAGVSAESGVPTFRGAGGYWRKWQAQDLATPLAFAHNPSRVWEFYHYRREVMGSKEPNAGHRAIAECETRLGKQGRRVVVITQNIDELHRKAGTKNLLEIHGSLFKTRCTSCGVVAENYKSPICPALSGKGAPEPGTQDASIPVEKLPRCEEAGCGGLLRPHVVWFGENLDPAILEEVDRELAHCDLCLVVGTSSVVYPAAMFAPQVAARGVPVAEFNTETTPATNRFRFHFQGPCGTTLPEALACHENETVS
Casp6 inh: caspase-6 (human) enzyme inhibition; P55212; purified caspase-6, Z-VEID-R110 cleavage fluorescence; inhibition, % at 12.5 µM; 350,000 tested, 0.53% active;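 active means mean inhibition across replicates at least about 35%, with every replicate also reaching that limit, limit read from the data; inconclusive means only one of the two criteria met; inactive means neither criterion met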;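 further: 0% = median of neutral control wells and 100% = no fluorescence left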
Target sequence (P55212 24-179 limits assumed): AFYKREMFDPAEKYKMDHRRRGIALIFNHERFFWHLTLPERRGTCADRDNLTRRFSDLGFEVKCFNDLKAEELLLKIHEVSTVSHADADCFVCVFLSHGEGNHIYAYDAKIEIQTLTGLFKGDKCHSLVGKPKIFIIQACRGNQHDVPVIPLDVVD
Target sequence (P55212 194-293 limits assumed): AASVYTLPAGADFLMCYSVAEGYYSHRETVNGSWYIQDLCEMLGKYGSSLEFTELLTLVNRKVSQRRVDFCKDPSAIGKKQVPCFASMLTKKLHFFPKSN
LGR2 inh: inhibitors of bursicon-induced Drosophila LGR2 receptor cAMP signaling; HEK293 LGR2, CRE-luciferase, bursicon-stimulated, 4 h; inhibition, % at 9.99 µM; 380,000 tested, 0.35% active; AID 720647;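 active means drop in luminescence signal, shown as inhibition above about 50% in the replicate tests, limit read from the data, passing the limit was not always enough; inconclusive means probably only some replicates passing the limit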;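 further: agonist challenge used bursicon conditioned medium at about half maximal strength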
EWS-Fli inh: inhibitors of EWS/Fli oncoprotein transcriptional activity | A673 NR0B1-luciferase reporter, viability-normalised | inhibition, % at 12.6 µM | 350,000 tested, 0.67% active;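 active means mean inhibition of at least 50% after viability correction, with every replicate also passing that limit; inconclusive means mean reaches 50% but only one of two replicates passes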;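 further: firefly luciferase signal divided by Alamar Blue viability fluorescence both relative to DMSO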
DENV2 CPE rescue: protects cells from dengue virus 2 cytopathic effect; DENV2-infected cells, cytopathic effect rescue, plate reader; 350,000 tested, 1.7% active; CPE inhibition, % at 9.99 µM; in the data active means CPE inhibition above about 20%, passing the limit was not always enough; inconclusive means no clear call, values can overlap the other calls; tested in BHK-21 cells;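 further: 0% = median of neutral control wells and 100% = median of positive control wells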
* hit, by the source's call; ? = inconclusive; / = no result given; & = joins results of further samples. Compounds were not picked by outcome. Share with any hit: about 4.9%.

SMILES	PAX8 inh HTS	ARNT-TACC3 inh	SIRT5 block	Casp6 inh	LGR2 inh	EWS-Fli inh	DENV2 CPE rescue
CC(C)OC(=O)N(C)C[C@@H]1OCc2cnnn2CCCC(=O)N([C@H](C)CO)C[C@@H]1C	-1&-6&-3	-4	-2&-3	13&-1	4&-5	7&-4&1	?
CCN(C(=O)c1ccnn1C)c1ccccc1	7	-4	/	/	-12	/	/
CC1CCCN(CCCNC(=O)CN2C(=O)COc3ccc(S(=O)(=O)N4CCOCC4)cc32)C1 (stereo not given)	14	13	1	-6	3	-1	11
CC(c1ccon1)N(C)C(=O)c1ccc(OC2CCN(C(=O)C3CC3)CC2)cc1 (stereo not given)	-22	-6	-5	-3	-21	-11	-1
NC(=S)NN=C1CCC(C2CCCCC2)CC1 (stereo not given)	25	7	3	0	16	31	-8
C[C@@H]1CN([C@@H](C)CO)S(=O)(=O)c2ccc(-c3cccc(C(=O)N(C)C)c3)cc2O[C@H]1CN(C)C	-11	5	-1	0	-6	2	-9
O=C(Cc1ccccc1)NS(=O)(=O)c1ccccc1	-1	/	0	-1	2	-2	1
CCc1ccc2[nH]c(C(=O)Nc3ccc4c(c3)OCO4)cc2c1	-15	-1	0	0	-18	-47	7
COC(=O)c1ccc(COC(=O)CNC(=O)C2CCCCC2)cc1	1	-1	1	-3	-9	6	?
CC1(c2nnc(-c3cccc(Cl)c3)o2)CC(c2cccc([N+](=O)[O-])c2)=NO1 (stereo not given)	-11	4	3	-2	10	1	?
COc1ccc(-c2ccc([C@H]3[C@@H](C#N)N(C(=O)c4cccnc4)[C@@H]3CO)cc2)cc1	-65	-17	-3	-1	-2	-17	11
COc1ccc(Cl)cc1C(=O)OCC(=O)NCCNC(=O)COC(=O)c1cc(Cl)ccc1OC	13	-1	0	1	9	3	-7

6 compounds out of the list above, arranged by their value in Casp6 inh, falling.
Structure	Casp6 inh
COc1ccc(Cl)cc1C(=O)OCC(=O)NCCNC(=O)COC(=O)c1cc(Cl)ccc1OC	1
C[C@@H]1CN([C@@H](C)CO)S(=O)(=O)c2ccc(-c3cccc(C(=O)N(C)C)c3)cc2O[C@H]1CN(C)C	0
O=C(Cc1ccccc1)NS(=O)(=O)c1ccccc1	-1
CC1(c2nnc(-c3cccc(Cl)c3)o2)CC(c2cccc([N+](=O)[O-])c2)=NO1 (stereo not given)	-2
COC(=O)c1ccc(COC(=O)CNC(=O)C2CCCCC2)cc1	-3
CC1CCCN(CCCNC(=O)CN2C(=O)COc3ccc(S(=O)(=O)N4CCOCC4)cc32)C1 (stereo not given)	-6

Further results follow.
SMILES	PAX8 inh HTS	ARNT-TACC3 inh	SIRT5 block	Casp6 inh	LGR2 inh	EWS-Fli inh	DENV2 CPE rescue
CO[C@@H]1CN(C)C(=O)c2ccc(NC(=O)Nc3ccc(C(F)(F)F)cc3)cc2OC[C@@H](C)NC[C@@H]1C	-14	/	/	-1	-2	3	-7
COc1cccc(-c2cc(C(=O)NCc3ccco3)c3ccccc3n2)c1	-2	-3	0	0	-1	4	-5
Cc1c(C)n(CC(O)CSc2ccccc2)c2ccccc12 (stereo not given)	-19	/	-3	-1	11	8	5
CC(C)[C@H](NC(=O)C1CCN(S(=O)(=O)c2ccc(F)cc2)CC1)C(=O)NCc1ccncc1	-11	-1	-1	-1	-7	/	-6
O=S(=O)(Cc1ccc(Cl)cc1)c1ncc(CO)n1Cc1ccccc1	8	-3	5	-2	/	-2	0
CCOc1cc(/C=C2/SC(=S)N(CC(=O)O)C2=O)ccc1OC(=O)c1cccs1	8	8	7	14	-12	-5	17
COc1cc(/C=C(/C(=O)O)c2ccc(-c3ccccc3)cc2)cc(OC)c1OC	2	3	2	25	-17	9	-2
Cc1ccc2nc(-c3ccccc3)cc(C(=O)N3CCN(c4ccccc4O)CC3)c2c1	-1	-3	-2	-4	2	-17	2
Cc1nc2ccc(NC(=O)c3ccccc3)cc2c(=O)n1Cc1ccc(F)cc1	23	/	-2	0	-1	9	2
CC(C)=CCc1c2c(c3occ(-c4ccc(O)c(O)c4)c(=O)c3c1O)C=CC(C)(C)O2	21	5	2	1	-12	4	12
OC[C@@H]1[C@H](c2ccc(-c3ccccc3)cc2)[C@H]2CN(Cc3cncnc3)CCCCN12	-4	-4	1	-20	-24	-3	11
O=C(C[C@@H]1C[C@H]2c3cc(NC(=O)c4ccc5c(c4)OCO5)ccc3O[C@H]2[C@@H](CO)O1)NCc1ccc(Cl)cc1	8	-2	-2	-1	-5	-2	1
Cc1cccc(-n2ncc3c2CCCC3NC(=O)C2CCOCC2)c1C (stereo not given)	17	-1	0	-4	-2	2	-11
N#C[C@H]1[C@@H](c2ccc(-c3ccccc3F)cc2)[C@@H](CO)N1C(=O)C1CC1	3	-4	-3	2	-12	1	-5
O=Cc1ccc(Oc2cc(-c3ccccc3)nc(-c3ccccc3)n2)cc1	7	-2	/	/	-2	/	/
NS(=O)(=O)c1cccc(NC(=O)CSc2nc3ccc(Cl)cc3[nH]2)c1	4	2	0	4	4	-7	4
O=C(C[C@H]1CC[C@@H]2[C@H](COC[C@H](O)CN2Cc2ccccc2F)O1)N[C@@H]1CCN(Cc2ccccc2)C1	9	10	0	0	-2	-3	?
COc1ccc(NC(=O)Nc2ccc3c(c2)[C@@H]2C[C@H](CC(=O)NCc4ccc5c(c4)OCO5)O[C@@H](CO)[C@@H]2O3)cc1	-12	-6	-1	1	-8	5	-4
CC(c1ccccc1)n1c(Cn2ncc3ccccc3c2=O)n[nH]c1=S (stereo not given)	5	1	0	5	-4	-6	4
O=C(Nc1ncccc1O)c1ccc(OCC2CCCO2)cc1 (stereo not given)	12	5	-2	3	43	32	11
Cc1cc(N2CCC(C)CC2)nc(NCc2ccccc2)n1	8	-2	0	2	/	30	-6
Cc1ccc2cc(/C=C/C(=O)c3ccco3)c(Cl)nc2c1	-4	/	0	-1	/	-45	-1
N#Cc1c(SCC(=O)Nc2cccc(C(F)(F)F)c2)sc2c(O)cc(=O)[nH]c12	26	-5	8	2	7	2	7
CCOC(=O)N1C(=O)NC(=O)C1c1ccc(Cl)cc1 (stereo not given)	-18	-5	-4	0	0	2	5
C[C@H](CO)N1C[C@H](C)[C@@H](CN(C)Cc2ccc(C(=O)O)cc2)Oc2ncc(Br)cc2C1=O	2	-7	-3&-5	-1&-2	-5&13	-1&-3	-6&4
N#Cc1c(-c2ccccc2)[nH]c(=O)[nH]c1=O	5	-6	-4	-3	0	-13	6
CC(=O)c1cccc(NC(=S)NC(=O)c2ccc(C)cc2Cl)c1	-88	7	-1	0	-23	-17	1
CCN(CC)C(=O)C1=C(C)N(Cc2ccc(OC)cc2)C(=O)C(CC(=O)NCCCN(C)C)C1 (stereo not given)	-5	/	/	-16	9	6	0
CCOC(=O)c1cnc2c(c(C)nn2CC)c1NC1CC1	-1	-2	-1	-5	-4	8	4
COc1ccc(S(=O)(=O)N(C)C[C@H]2OCCCC[C@H](C)Oc3ccc(NC(=O)NC(C)C)cc3C(=O)N([C@H](C)CO)C[C@@H]2C)cc1	-4	0	0	1	7	1	?
C[C@H]1CN([C@@H](C)CO)C(=O)c2cccc(NS(=O)(=O)c3ccc(F)cc3)c2O[C@@H]1CN(C)C(=O)Nc1ccc(C(F)(F)F)cc1	/	-6	-8	-2	13	-2	-8
CN1CCN(C(=O)C[C@H]2C[C@@H]3c4cc(NC(=O)C5CCOCC5)ccc4O[C@@H]3[C@H](CO)O2)CC1	-9	-7	0	1	-4	1	2
C/C(=N\O)C(=O)Nc1ccccc1	-5	-5	0	11	/	-2	16
O=C(COC(=O)c1cc(S(=O)(=O)N2CCCC2)ccc1O)Nc1ccc(SC(F)F)cc1	-15	-4	-3	1	-5	3	-8
CCN(CC)c1ccc(C(=O)Nn2cnc3ccccc3c2=O)cc1	29	-7	-2	/	-29	-31	-7
O=C(NCc1ccccn1)C(=O)NCC(c1ccco1)N1CCOCC1 (stereo not given)	10	-4	-2	0	2	4	0
CC(C)Cn1c(N)c(C(=O)COC(=O)c2nccnc2N)c(=O)n(C)c1=O	-1	3	-5	1	-12	-3	-4
O=C(c1cc(Cl)nc2ccccc12)N1CCN(S(=O)(=O)c2cccc(C(F)(F)F)c2)CC1	-3	-1	0	0	2	16	-5
C[C@@H]1CCCCO[C@@H](CN(C)C(=O)CCC(F)(F)F)[C@@H](C)CN([C@H](C)CO)C(=O)c2cc(NC(=O)Nc3ccccc3)ccc2O1	-44	-2	-3	-1	-3	-3	-2
CC(C)=CCN1CCN(Cc2cn[nH]c2C2CCCCC2)CC1CCO (stereo not given)	-1	/	-3	-2	-3	3	-4
CCC(=O)N1CCN(c2ccc(NC(=O)c3ccc([N+](=O)[O-])o3)cc2Cl)CC1	99*	2	1	6	5	?	/
CNc1cnc(-c2cc(OC)c(OC)c(OC)c2)cn1	-20	/	-5	2	4	1	7
COc1ccc(CN(C)C[C@H]2OCCCC[C@@H](C)Oc3ccc(NS(=O)(=O)c4cccs4)cc3C(=O)N([C@@H](C)CO)C[C@H]2C)cc1	9	16	4	-3	-16	-1	8
CCCC(C(=O)Nc1ccncc1)c1ccccc1 (stereo not given)	-6	-2	-1	-13	7	11	-1
CCCCCCC12C(=Cc3cc4c(cc31)OCCO4)c1cc(OC)c(OC)cc1C(CC(=O)NC1CCCCC1)N2C(=O)OC (stereo not given)	27	/	/	1	12	4	12
O=C(c1cccnc1)N1CC2(C1)[C@@H](c1ccccc1)[C@@H](CO)N2Cc1ccncc1	/	/	-1	0	-17	-7	-4
CCNC(=S)N1CCc2ccccc2C1	20	/	-5	10	1	7	1
CC1CCN(c2nc3c(c(=O)[nH]c(=O)n3C)n2CC(C)CSc2nnnn2-c2ccccc2)CC1 (stereo not given)	-2	4	5	2	-1	18	-11
O=C1CCN(Cc2ccccc2)S(=O)(=O)c2ccc(C(F)(F)F)cc21	19	-1	-2	2	14	10	-8
C[C@H]1CN([C@@H](C)CO)C(=O)c2cc(C#Cc3cccnc3)cnc2O[C@@H]1CN(C)S(=O)(=O)c1ccccc1F	11	-5	0	-7	14	1	-6
CCCn1c(SCC(=O)N(CC)CC)nnc1-c1ccncc1	1	-11	3	1	9	-7	9
CCN(CC)Cc1c(C)[nH]c2ccc(NC(C)=O)cc2c1=O	12	/	/	-3	1	0	-4
COc1ccc(S(=O)(=O)N[C@H]2CC[C@H](CC(=O)N3CCN(c4ccccc4)CC3)O[C@@H]2CO)cc1	10	4	4	-1	-5	-2	-3
Cc1noc(C)c1S(=O)(=O)Nc1ccc2c(c1)C(=O)N([C@@H](C)CO)C[C@H](C)[C@@H](CN(C)C(=O)c1ccccc1)OCCCC[C@H](C)O2	-6	-13	3	1	0	-7	0
O=C(Nc1ccccc1N1CCOCC1)c1ccc(N2CCOCC2)c([N+](=O)[O-])c1	-9	5	-7	0	4	-11	0
c1ccc(Cc2nc3ccccc3s2)cc1	/	-6	-3	1	-42	-10	3
CC(OC(=O)c1cccc(-n2cnnn2)c1)C(=O)Nc1ccc(F)c(F)c1F (stereo not given)	8	-7	-5	3	-5	-2	?
Cc1ccc(C)c(N2CCN(C(=O)C(Cc3ccccc3)n3cccc3)CC2)c1 (stereo not given)	13	-2	1	-1	0	3	-8
CCCc1nnc(NC(=O)C(=O)NCCN(CC)CC)s1	-10	-1	-4	5	/	-17	12
c1ccc(CN2CCOCCOCCOCCOCC2)cc1	4	-6	-4	-1	-2	-2	-1
COc1ccc(-c2csc(Nc3cc(C)ccn3)n2)cc1OC	-16	12	2	-2	-75	-32	0
COc1ccc2c3c([nH]c2c1)[C@@H](CO)N(C(=O)CN1CCOCC1)CC31CN(C(=O)NC(C)C)C1	/	/	/	/	3	-1	-2
C[C@@H]1Cn2cnc(C(=O)N[C@@H](C)c3ccccc3)c2C(=O)N1	17	/	-4	/	-6	-7	9

An excerpt from above in order of molar mass, lowest first:
SMILES	PAX8 inh HTS	ARNT-TACC3 inh	SIRT5 block	Casp6 inh	LGR2 inh	EWS-Fli inh	DENV2 CPE rescue
c1ccc(Cc2nc3ccccc3s2)cc1	/	-6	-3	1	-42	-10	3
CCN(CC)Cc1c(C)[nH]c2ccc(NC(C)=O)cc2c1=O	12	/	/	-3	1	0	-4
O=C(Nc1ccccc1N1CCOCC1)c1ccc(N2CCOCC2)c([N+](=O)[O-])c1	-9	5	-7	0	4	-11	0
